High-throughput results from PubChem BioAssay.
NALP1 yeast inh = NALP1 inflammasome inhibitors in reconstituted yeast, colorimetric, S. cerevisiae, triplicate retest. S. cerevisiae NALP1/ASC/caspase-1 growth, X-gal OD620, 72 h. inhibition, % at 10 µM. 280,000 compounds, 0.61% hits. AID 2071, 2009; in the data active = inhibition mostly above about 24%, no sharp cut-off; inactive = mostly below about 32%; also: some compounds called inactive have numbers as strong as hits
GPR7 antag = GPR7 receptor antagonists, primary screen, cell-based, fluorescence, single concentration. Neuropeptides B/W receptor type 1 (Homo sapiens), P48145. GPR7-expressing cells, fluorescence antagonist assay. inhibition, % at 4.4 µM. 290,000 compounds, 1.1% hits. AID 1861, 2009; in the data active = inhibition above about 16%, passing the limit was not always enough;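 also: cells stimulated with the agonist NPW; 0% = agonist with vehicle and 100% = vehicle without agonist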
Target sequence (P48145 whole entry, looked up): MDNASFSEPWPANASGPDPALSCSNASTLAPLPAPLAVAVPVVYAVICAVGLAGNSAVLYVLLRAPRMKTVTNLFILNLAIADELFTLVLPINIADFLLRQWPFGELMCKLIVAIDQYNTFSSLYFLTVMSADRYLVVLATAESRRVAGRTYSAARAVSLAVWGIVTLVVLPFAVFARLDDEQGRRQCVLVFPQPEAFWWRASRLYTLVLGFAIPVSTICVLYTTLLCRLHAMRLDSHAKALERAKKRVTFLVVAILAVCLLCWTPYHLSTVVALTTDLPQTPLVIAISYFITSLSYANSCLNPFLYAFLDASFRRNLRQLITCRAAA
MEKK2wt PB1 HTS = modulators of MEK5 binding to wildtype MEKK2, primary screen, biochemical, multiplex bead flow cytometry, Alexa488-MEK5 | Mitogen-activated protein kinase kinase kinase 2 (Homo sapiens), Q9Y2U5 | Alexa488-MEK5 binding to MEKK2 WT; actives lie on both sides | binding response (% of control), % at 10 µM | 290,000 compounds, 1.1% hits; in the data active = binding response below about 67% or above about 130%
V1aR counter = agonists of human V1a receptor, primary screen, counter-screen for OXTR agonist project, fluorescence, CHO-V1R cells | 320,000 compounds, 0.25% hits | Fluo-8 calcium fluorescence, agonist mode; 0% DMSO, 100% 3 nM vasopressin | activation, % at 3 µM;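 active = activation above the mean activation of all tested compounds plus 3 SD, per screening run, cut at about 20% in these data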;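 also: signal is peak over basal fluorescence ratio across a 100 second FLIPR read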
OXTR ag = human OXTR agonists, primary screen, fluorescence, CHO-OTR cells, Fluo-8 calcium; Oxytocin receptor (Homo sapiens), P30559; Fluo-8 calcium fluorescence; normalized: DMSO 0%, oxytocin 100%; activation, % at 3 µM; 320,000 compounds, 0.32% hits;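 active = activation above the mean of all tested compounds plus 3 SD, cutoff set per screening run, cut at about 20% in these data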;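 also: peak over basal fluorescence ratio from a 100 s FLIPR kinetic read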
Target sequence (P30559 whole entry, looked up): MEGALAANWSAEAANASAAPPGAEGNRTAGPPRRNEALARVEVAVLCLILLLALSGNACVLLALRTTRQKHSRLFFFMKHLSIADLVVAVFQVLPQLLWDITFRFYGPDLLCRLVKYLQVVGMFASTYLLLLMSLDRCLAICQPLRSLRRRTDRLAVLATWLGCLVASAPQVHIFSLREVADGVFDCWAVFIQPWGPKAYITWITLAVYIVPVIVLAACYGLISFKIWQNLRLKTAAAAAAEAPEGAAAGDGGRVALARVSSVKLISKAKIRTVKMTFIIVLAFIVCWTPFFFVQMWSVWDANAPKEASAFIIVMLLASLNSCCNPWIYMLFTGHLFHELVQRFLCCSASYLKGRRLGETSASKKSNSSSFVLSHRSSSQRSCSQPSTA
GalR3 antag = GalR3 antagonists in HEK293 cells, primary screen, cell-based, fluorescence readout; Galanin receptor type 3 (Homo sapiens), O60755; HEK293 GalR3-CNG cAMP membrane potential fluorescence; galR3 body fused to GalR1 C-terminus; inhibition, % at 3 µM; 360,000 compounds, 0.44% hits;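 active = inhibition above the screen-wide average plus 3 SD, cut at about 13% in these data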;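 also: forskolin and galanin both at EC90 stimulate the cells; cAMP rise reported by CNG channel membrane potential dye signal; 0% = forskolin plus galanin with DMSO and 100% = forskolin alone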
Target sequence (O60755 1-299 limits assumed): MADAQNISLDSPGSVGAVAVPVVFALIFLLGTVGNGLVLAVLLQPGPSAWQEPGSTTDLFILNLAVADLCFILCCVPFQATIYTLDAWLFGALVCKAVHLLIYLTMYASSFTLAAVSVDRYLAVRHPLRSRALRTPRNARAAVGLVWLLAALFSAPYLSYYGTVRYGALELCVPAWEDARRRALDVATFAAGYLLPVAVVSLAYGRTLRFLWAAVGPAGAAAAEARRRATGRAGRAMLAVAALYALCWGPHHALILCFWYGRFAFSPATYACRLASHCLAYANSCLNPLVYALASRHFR
M18AAP inhibitor = PfM18AAP inhibitors, malaria aminopeptidase, primary screen, biochemical, QFRET, recombinant enzyme; H-Glu-NHMec fluorogenic cleavage; inhibition, % at 7.35 µM; 290,000 compounds, 1.2% hits; AID 1822, 2009;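 active = inhibition above the campaign mean inhibition over all tested compounds plus 3 SD, cut at about 28% in these data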;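 also: 0% = plate median of test compound wells and 100% = 2 mM ZnCl2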
MEKK2mut PB1 HTS = MEK5 binding signal on mutant MEKK2 PB1, primary screen, biochemical, multiplex bead flow cytometry, Alexa488-MEK5. Alexa488-MEK5 binding to MEKK2 mutant. percent response, % at 10 µM. 290,000 compounds, 0.35% hits. AID 1530, 2009; in the data active = percent response above about 24%, passing the limit was not always enough; also: inactives centre near 1; some results filed as inactive read as strong as hits
OXTR potentiator = human OXTR potentiators, primary screen, fluorescence, CHO-OTR cells, Fluo-8 calcium; Oxytocin receptor (Homo sapiens), P30559; Fluo-8 calcium fluorescence, potentiator mode; 0% = oxytocin EC15, 100% = EC100; 320,000 compounds, 0.061% hits; activation, % at 3 µM;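 active = activation above that plate's cutoff, the mean activation of tested compounds plus 3 SD, cut at about 6.6% in these data, passing the limit was not always enough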;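 also: 100% uses oxytocin at 75 nM as the full agonist control; some results filed as inactive read as strong as hits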
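System: human OTR in CHO cells / Also added: sub-maximal oxytocin, roughly EC15 / Control set: EC15 oxytocin low, 75 nM oxytocin high / Schedule: 6 min compound pre-incubation at room temperature, 100 s kinetic read / Compound: single-point 3.0 µM / Replication: singlicate / Technique: Fluo-8 calcium dye fluorescence / Read-out basis: % activation of max/min ratio relative to oxytocin controls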
* hit, by the source's call; x = no result given; & = joins results of further samples. Random draw from the library; 4.1% or so of the library scored in one or more.

SMILES	NALP1 yeast inh	GPR7 antag	MEKK2wt PB1 HTS	V1aR counter	OXTR ag	GalR3 antag	M18AAP inhibitor	MEKK2mut PB1 HTS	OXTR potentiator
COc1ccc(-c2cc3c(=O)n(CC(=O)NCc4cccnc4)nc(C)n3n2)cc1	28	9	96	4.1	3.1	-1	-5	-6	-14
O=C(NNC(=O)c1cccs1)c1ccc(Cl)c(Cl)c1	34	-1	109	0.3	-2.4	0	5	2	-10
Cc1ccc(CSc2[nH]c(=O)ncc2C)cc1	25	-6	88	-0.4	-0.2	-9	-2	-16	-7
CCC(C)NC(=O)CSc1nc2n[nH]c(C)c2c(=N)n1-c1ccc(OC)cc1 (stereo unspecified)	-1	-6	93	-1.1	-0.2	0	2	-5	-5
O=C(Cn1cc2c(n1)CCCC2)Nc1ccccc1Cl	32	-11	103	-0.2	-1.5	1	3	5	-1
Cc1ccc2c(c1)c(N=NC(N)=S)c(O)n2Cc1ccccc1	21	10	92	-0.3	-2.8	-4	23	-2	-4
CCc1ccccc1SCc1noc(C(=O)NCC2CCCO2)c1C(=O)O (stereo unspecified)	-2	1	107	1.5	0.6	-2	-13	6	-2
COc1cc(C)ccc1OCc1cc(C(=O)N2CCN(C3CCCCC3)CC2)no1	25	-17	103	1.6	0.6	-1	-7	4	-3
CCOC(=O)c1sc2nc3c(SCC(=O)O)cc(C(=O)c4cc(F)ccc4O)cn3c(=O)c2c1C	19	-6	94	0.0	0.3	2	-3	-2	-5
COc1cc(C(=O)NCCC(=O)NCCN2CCCCCC2)cc(OC)c1OC	-4	-6	143*	-0.5	0.3	-3	-3	24	0
O=S(=O)(Nn1cnnc1)c1ccccc1	-6	-13	101	1.1	0.9	-3	37*	13	0
COc1ccc(/C=N/NC(=O)C[n+]2ccccc2)c(OC)c1OC	9	-3	110	0.6	1.0	-5	-1	26	5
COc1ccc(N(CC(=O)NCCc2ccccc2)C(=O)CCC(=O)Nc2ccccn2)cc1	-2	3	98	0.7	0.2	-7	-1	3	-3
Cc1ccnc(NC(=O)CCC(=O)N(Cc2ccco2)C(C(=O)NC(C)C)c2ccc(F)cc2)c1 (stereo unspecified)	19	-2	99	-0.7	-0.1	-10	-1	-3	-8
Cc1ccc(NC(=O)COC(=O)c2ccc(S(=O)(=O)N3CCCCC3)cc2)cc1	x	x	x	0.9	0.7	-5	x	x	-7

Four of the entries above in order of their number in MEKK2wt PB1 HTS, falling:
Structure,MEKK2wt PB1 HTS
COc1cc(C)ccc1OCc1cc(C(=O)N2CCN(C3CCCCC3)CC2)no1,103
COc1ccc(-c2cc3c(=O)n(CC(=O)NCc4cccnc4)nc(C)n3n2)cc1,96
Cc1ccc2c(c1)c(N=NC(N)=S)c(O)n2Cc1ccccc1,92
Cc1ccc(CSc2[nH]c(=O)ncc2C)cc1,88

Structures listed above that bear a hit mark in M18AAP inhibitor.
canonical_smiles	NALP1 yeast inh	GPR7 antag	MEKK2wt PB1 HTS	GalR3 antag	M18AAP inhibitor	MEKK2mut PB1 HTS	OXTR potentiator
O=S(=O)(Nn1cnnc1)c1ccccc1	-6	-13	101	-3	37*	13	0

Quoted from the listing:
Entry of `CCOC(=O)c1sc2nc3c(SCC(=O)O)cc(C(=O)c4cc(F)ccc4O)cn3c(=O)c2c1C` under OXTR ag: 0.3
Entry of `Cc1ccnc(NC(=O)CCC(=O)N(Cc2ccco2)C(C(=O)NC(C)C)c2ccc(F)cc2)c1` (stereo unspecified) under NALP1 yeast inh: 19
Entry of `Cc1ccc2c(c1)c(N=NC(N)=S)c(O)n2Cc1ccccc1` under MEKK2mut PB1 HTS: -2
Entry of `COc1cc(C)ccc1OCc1cc(C(=O)N2CCN(C3CCCCC3)CC2)no1` under GPR7 antag: -17

(further entries)
SMILES	NALP1 yeast inh	GPR7 antag	MEKK2wt PB1 HTS	V1aR counter	OXTR ag	GalR3 antag	M18AAP inhibitor	MEKK2mut PB1 HTS	OXTR potentiator
C/C=C(/C)C(=O)O[C@@H]1c2c(ccc3ccc(=O)oc23)OC(C)(C)[C@@H]1OC(C)=O	x	x	x	1.4	-1.4	-8	x	x	-7
CCCN(C(=S)Nc1ccccc1)C1CCS(=O)(=O)C1 (stereo unspecified)	10	14	102	1.3	0.8	-3	9	13	-15
COc1ccc(NC(=O)c2c(F)cccc2Cl)cc1S(=O)(=O)N1CCOCC1	x	x	x	2.5	3.2	-5	x	x	-7
CCn1cc(C(=O)N[C@@H](CCSC)C(=O)NCCCN2CCOCC2)c(=O)c2cc3c(cc21)OCO3	7	-13	104	0.0	-0.4	1	-1	3	-9
CC(=O)c1c(O)cc(C)n(Nc2nc(C)cc(C)n2)c1=O	-3	16	96	0.6	0.8	-3	34*	0	-1
Cc1cc(C(=O)N2CCC(CO)(Cc3cccc(C(F)(F)F)c3)CC2)n[nH]1	16	-8	99	9.2	4.8	-8	-1	5	-5
C[C@H](NC(N)=O)C(=O)OCC(=O)NCc1cccs1	5	-13	84	1.4	1.0	-3	-5	-11	-18
O=C(CCc1ccccc1O)N/N=C/c1ccc(Sc2cccc3cccnc23)o1	10	-12	85	-0.6	-0.5	-6	7	-7	-8
CNC(=S)N/N=C/c1ccccc1OCC(=O)O	-7	-7	97	1.1	0.9	-3	1	11	-1
c1ccc(Nc2cccc3ccccc23)cc1	x	x	x	-0.8	-2.1	-5	x	x	-7
O=C(OCC(=O)N1CCN(c2ccccc2)CC1)c1ccccc1[N+](=O)[O-]	x	x	x	-0.3	-0.8	5	x	x	-4
COc1ccc(OC)c(Nc2ccc(C(=O)O)cc2[N+](=O)[O-])c1	34	5	107	0.0	-0.7	-3	18	1	1
COc1ccc2nc(NC(=O)CCN3C(=O)c4ccccc4C3=O)sc2c1	0	1	94	1.9	2.6	-8	-3	-8	-6
COc1cccc(NS(=O)(=O)c2ccc(C)c(C(=O)N3CCCCC3)c2)c1	9	-17	99	1.2	-0.3	-1	6	-2	-3
Cc1nc2c(Cl)c(C)nn2c2c1CCC2	4	-7	97	1.0	-0.1	3	-5	-5	-6

Retrieved by structure from the entries so far (two):
SMILES	NALP1 yeast inh	GPR7 antag	MEKK2wt PB1 HTS	V1aR counter	OXTR ag	GalR3 antag	M18AAP inhibitor	MEKK2mut PB1 HTS	OXTR potentiator
CC(=O)c1c(O)cc(C)n(Nc2nc(C)cc(C)n2)c1=O	-3	16	96	0.6	0.8	-3	34*	0	-1
COc1ccc(NC(=O)c2c(F)cccc2Cl)cc1S(=O)(=O)N1CCOCC1	x	x	x	2.5	3.2	-5	x	x	-7

Next part
SMILES	NALP1 yeast inh	GPR7 antag	MEKK2wt PB1 HTS	V1aR counter	OXTR ag	GalR3 antag	M18AAP inhibitor	MEKK2mut PB1 HTS	OXTR potentiator
CCOCC(=O)N1CCN(Cc2ccc3c(c2)OCO3)CC1	-6	-10	109	1.1	0.6	-7	6	4	0
COc1ccc(OC)c(S(=O)(=O)n2ccnc2C(C)C)c1	6	-16	103	0.3	1.6	-11	-5	5	4
CC(=C/c1ccccc1)/C=N/NC(=O)c1cc(C)oc1C	21	-4	102	0.3	-1.8	2	-1	0	-5
CCCCCC(=O)N1CCN(CCN=CC2=C(O)CC(c3cccs3)CC2=O)CC1 (stereo unspecified)	-6	-4	108	-1.6	-2.1	-4&-4	6	3	-2
COc1ccccc1/C=C/C(=O)OC(C)CN1CCCCC1 (stereo unspecified)	3	-7	104	1.2	0.8	-9	-1	6	6
O=C(Cn1c(=O)oc2cc(S(=O)(=O)N3CCCC3)ccc21)Nc1ccc(C(F)(F)F)cc1	4	2	98	0.9	2.2	-4	6	1	5
Cc1ccc(C)c(N2CCN(C(=O)c3csc4ccccc34)CC2)c1	11	3	90	-0.3	-2.4	1	0	0	-8
O=C(c1ccccc1)N1CCN(C(=O)c2ccncc2)CC1	x	2	98	4.2	0.0	3	-1	0	-13
Cc1ccc(NC(=O)Nc2ccc(S(N)(=O)=O)cc2)cc1	16	-13	117	-0.1	0.1	-8	1	14	-23
COC(=O)c1ccccc1NC(=O)Nc1nnc(N2CCC(C)CC2)s1	19	13	104	0.6	1.6	-4	2	10	2
N#CC1CC(c2ccccc2)Nc2cc(Cl)ccc2N1 (stereo unspecified)	10	13	99	0.4	-1.3	-4	11	7	-18
CCOC(=O)c1cnn(-c2ccccc2)c1-n1cccc1C(=O)C(=O)N(CC)CC	-6	4	96	-0.5	-0.3	-1	15	-5	-6
CCN(C[C@H]1N[C@@](CC)(C(=O)OC)[C@H]2C(=O)N(C)C(=O)[C@@H]12)C(=O)COc1ccccc1	x	x	x	-0.3	0.1	-9	x	x	1
O=C(NCc1ccccn1)c1c(Cl)cccc1Cl	7	-7	112	1.1	0.1	1	4	9	0
COc1cc(C(=O)NNC(=O)c2cc(-c3ccccc3)n[nH]2)cc(OC)c1C	x	x	x	1.4	-0.1	-5	x	x	-6
O=C(Nc1ccc(F)c([N+](=O)[O-])c1)c1ccc2c(c1)OCCO2	4	-11	103	0.3	0.0	-3	2	-2	-11
COc1ccc(N/N=C(\C#N)C(=N)N2CCCCC2)cc1	6	8	87	-0.6	0.7	-6	7	-4	-8
Cc1ccc2oc(=O)cc(CN3CC(C)OC(C)C3)c2c1 (stereo unspecified)	15	-4	102	-0.8	-0.3	-8	-9	-1	-12
CCOC(=O)c1ccc(NNC(=O)CC)c([N+](=O)[O-])c1	-5	-5	109	0.1	0.1	-3	-3	0	3
O=C(NNC(=O)c1ccccc1OCc1ccccc1Cl)c1csc(N2CCOCC2)n1	1	-10	105	-0.5	0.0	4	5	6	-8
CCOC(=O)C1(Cc2cccc(OC)c2)CCN(Cc2ccc(C)s2)CC1	3	-10	122	5.9	2.8	-7	-10	26	-11
Clc1ccc(Cn2ncc3c(N4CCCCC4)ncnc32)c(Cl)c1	13	-5	103	0.1	0.1	1	0	6	-12
Cc1ccc2c(c1)c(CC(=O)Nc1ccc(C)c(F)c1)c(C(=O)O)n2C	23	-14	91	-0.7	-0.9	-4	-8	-7	2
COC(=O)c1cccc(Nc2cc(C)nc(-c3ccccc3O)n2)c1	24	-9	123	-0.5	0.4	-2	-4	7	-3
COc1ccc(N2C(=O)CSC2c2cccc(OC)c2OC)cc1 (stereo unspecified)	29	2	116	0.3	0.3	-11	-1	22	4
O=C(CNC(=O)c1ccncc1)N/N=C/c1cccc([N+](=O)[O-])c1	-6	-5	102	0.5	0.6	-2	1	0	-6
CCOC(=O)c1c(C)oc2ccc(OCc3cc(C(=O)OC)oc3C)cc12	7	-13	100	1.9	2.5	6	-8	-2	-11
